# PhoP inhibition: PhoP-dependent GFP reporter repression – Salmonella Typhimurium, primary screen (AID 1863). actives 0.16% (n = 300,000). inhibition, % at 50 µM, or IC50 in µM where a hit was titrated. S. Typhimurium PhoP-regulated promoter GFP reporter, 4 h; higher % means a stronger effect;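 active means inhibition over 29.93%, a cutoff 3 SD above the screen mean, later confirmed by dose response; inconclusive means inhibition over 29.93% but no dose response follow-up; inactive means inhibition at most 29.93% or unconfirmed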;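 further: 0% = low Mg2+ inducing control and 100% = high Mg2+ repressing control; strong numbers were not always called active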
# ER stress rescue: rescue of cells from ER stress-induced death, primary screen, 384-well, CSM14.1, thapsigargin, ATP luminescence (AID 1222); CSM14.1 thapsigargin-induced death rescue, ATP luminescence; higher % means a stronger effect; one-dose cellular ATP content (survival), % at 20 µM; EC50 in µM for titrated hits; 190,000 tested, under 10 active;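 active means EC50 below 50 µM in the dose-response confirmation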;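 further: death triggered by thapsigargin at about 15 µM added after 2 h compound pretreatment; cell ATP read after overnight thapsigargin exposure of roughly 18 to 22 hours; normalized against plate controls of thapsigargin alone and 5% DMSO vehicle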
# GPR35 antagonists: inhibition of zaprinast-stimulated GPR35 beta-arrestin translocation – imaging, U2OS, beta-arrestin-GFP, zaprinast agonist, primary screen (AID 2058); U2OS GPR35 beta-arrestin-GFP translocation imaging, zaprinast antagonism; higher % means a stronger effect; inhibition, % at 10 µM; hits with a dose series show IC50 in µM; actives 0.052% (n = 290,000);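 active means inhibition of at least 50% with at least 30 cells and total cytoplasm GFP at most 10,000,000; inconclusive means under 30 cells or total GFP of 10,000,000 plus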
# NS5 inhibitors: Dengue-2 NS5 methyltransferase inhibitors, primary screen, biochemical, confirmation dose response (AID 588689); Dengue-2 NS5 methyltransferase capping enzyme assay, biochemical; higher % means a stronger effect; one-dose inhibition, % at 25 µM; IC50 in µM for titrated hits; actives 0.3% (n = 340,000); in the data active means a potency from the dose series; inconclusive means inhibition above about 29% without an active follow-up result
# West Nile antiviral: West Nile virus antiviral activity, cell-based, CPE readout (AID 1621); West Nile virus-infected cells, CPE inhibition; higher % means a stronger effect; actives 0.02% (n = 290,000); one-dose CPE inhibition, % at 10 µM; IC50 in µM for titrated hits; in the data active means a potency from the dose series; inconclusive means CPE inhibition mostly from about 3.7% at the one dose, without a potency; inactive means the rest, 99 in 100 with CPE inhibition below about 2.2%; further: strong numbers were not always called active
# Rac1 GTP hydrolysis: MgcRacGAP GTPase-activating activity inhibitors, confirmation, biochemical, ADP Hunter fluorescence; MgcRacGAP-stimulated Rac1 GTP hydrolysis, ADP Hunter fluorescence; higher % means a stronger effect; GST-tagged Rac1 F28L mutant substrate; inhibition, % at 30 µM; hits with a dose series show IC50 in µM; actives 0.6% (n = 340,000);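 active means first-screen hits whose inhibition reached a set limit at any dose in the follow-up dose series; inconclusive means inhibition above the set first-screen limit but never retested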;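 further: fluorescence reports GDP produced by GAP-driven GTP hydrolysis; strong numbers were not always called active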
# RSV CPE inhibition: inhibition of RSV-induced cytopathic effect – HEp-2 cells, primary 10 µM value included (AID 2391) | CPE inhibition, % at 10 µM; hits with a dose series show IC50 in µM | HEp-2 cells, RSV-induced CPE inhibition; higher % means a stronger effect | actives 0.13% (n = 310,000); in the data active means a potency from the dose series; inconclusive means CPE inhibition mostly from about 23% at the one dose, without a potency; inactive means the rest, 99 in 100 with CPE inhibition below about 21%; further: strong numbers were not always called active
# SV40 large T antigen: SV40 large T antigen inhibitors, biochemical (AID 1903); SV40 large T antigen ATPase/helicase inhibition assay; higher % means a stronger effect; inhibition, % at 20 µM; hits with a dose series show IC50 in µM; actives 0.39% (n = 310,000); in the data active means a potency from the dose series; inconclusive means inhibition mostly from about 32% at the one dose, without a potency; inactive means the rest, 99 in 100 with inhibition below about 32%; further: strong numbers were not always called active
# LYP inhibition: PTPN22 lymphoid phosphatase activity blockers – biochemical, fluorescence intensity, uHTS (AID 1779); inhibition, % at 11.5 µM; hits with a dose series show IC50 in µM; actives 0.054% (n = 290,000); recombinant LYP phosphatase, fluorescence intensity; higher % means a stronger effect; in the data active means inhibition above about 50%;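 further: plate controls were vehicle with enzyme for no effect and no enzyme for full effect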
# The depositor's hits bear a star; ? = inconclusive; / = not tested or not shown.
SMILES,PhoP inhibition,ER stress rescue,GPR35 antagonists,NS5 inhibitors,West Nile antiviral,Rac1 GTP hydrolysis,RSV CPE inhibition,SV40 large T antigen,LYP inhibition
Cc1cc(=O)oc2cc(OCC(=O)NC3CC(C)(C)NC(C)(C)C3)ccc12,-1%,/,-2%,-7%,-0.2%,10%,0.1%,4%,-15%
COc1ccc(-c2cc(C(F)F)n3ncc(C(=O)N4CCCCC4)c3n2)cc1,1%,1.1%,-3%,-2%,0.1%,-4%,39%,-7%,-7%
CC1(C)CC(O)C(C(O)c2cccc([N+](=O)[O-])c2)C(C)(C)N1 (centres undefined),5%,-3.7%,4%,-1%,-0.1%,-4%,1.0%,11%,-9%
COc1ccccc1-c1nn2c(=O)cc(C)nc2s1,20%,1.0%,-5%,-11%,/,6%,0.9%,4%,-12%
COc1ccc(-c2csc(NC(=S)NC(=O)/C=C/c3ccccc3)n2)cc1Br,-4%,/,-10%,/,-0.6%,/,3.3%,5%,-3%
O=C(CCC(=O)N1CCCC1)Nc1ccc(Cl)c(Cl)c1,2%,/,7%,-2%,-0.2%,3%,1.6%,20%,-4%
O=C1CN(C(=O)COC(=O)Cc2ccsc2)c2ccccc2N1,3%,0.6%,10%,9%,0.4%,1%,2.7%,5%,1%
Cn1c(CN2CCN(S(C)(=O)=O)CC2)nc2cc([N+](=O)[O-])ccc21,12%,/,-7%,-6%,-0.5%,3%,1.9%,0%,-8%
Cc1ccc(C)c(C(=O)COC(=O)CCCC(=O)Nc2cc(C(F)(F)F)ccc2Cl)c1,0%,-0.4%,6%,-6%,0.1%,-3%,1.9%,5%,7%
C[C@H](NS(=O)(=O)c1ccc(Cl)cc1)C(=O)OCC(=O)c1ccc[nH]1,/,/,2%,1%,-0.1%,3%,7.5%,3%,-6%
N#C/C(=C1\CCCN1)c1nc(-c2ccccc2)cs1,2%,1.3%,-2%,-4%,1.2%,7%,3.9%,6%,-4%
CCOC(=O)c1c(C)[nH]c(C=Nc2ccc(OC)cc2)c1O,-1%,-1.5%,-10%,13%,0.3%,14%,0.1%,14%,-7%
CCOc1ccc2c(c1)nc(NCCCO)n2Cc1ccccc1,-5%,/,6%,-4%,-0.1%,7%,-1.7%,12%,-8%
CCc1cccc(C)c1NC(=S)N(Cc1cccnc1)Cc1ccco1,7%,-2.7%,4%,5%,-1.4%,9%,1.1%,1%,-4%
Cc1cc(OC(=O)c2ccccc2)c([N+](=O)[O-])c(=O)[nH]1,-2%,-1.0%,-1%,2%,/,-2%,/,22%,-7%
Cc1ccc(CN2CCN(Cc3c(C)nn(C(C)C)c3C)CC2CCO)o1 (centres undefined),-13%,-0.1%,5%,/,-0.5%,4%,1.7%,8%,0%
Cc1cccc(C2(c3cccc(C)c3)CC2C(=O)Nc2ccc([N+](=O)[O-])cc2O)c1 (centres undefined),1%,-0.3%,5%,6%,?,6%,-1.9%,11%,9%
Cc1ccc(NC(=O)C2CCCN2c2nn3c(=O)cc(C)nc3s2)cc1 (centres undefined),/,/,-6%,-1%,-0.4%,-1%,2.6%,-2%,-7%
Cc1cccc(OC(C)C(=O)Nc2ccc(S(=O)(=O)N3CCCC3)cc2)c1 (centres undefined),2%,/,5%,-2%,-0.1%,-2%,5.7%,6%,-7%
O=C(NNC(=S)Nc1ccccc1)c1ccco1,-2%,0.8%,-7%,-4%,-0.3%,-7%,1.6%,5%,-6%
CN(CCCNC(=O)C1CCC(=O)N1Cc1ccc(F)cc1)c1ccccc1 (centres undefined),-5%,3.2%,35%,-3%,-0.3%,22%,0.9%,8%,-9%
CC(=O)CSc1nc2c(c(=O)[nH]c(=O)n2C)n1Cc1ccccc1Cl,0%,/,8%,2%,-0.1%,5%,2.2%,3%,-6%
O=C(NCc1cccnc1)C1c2ccccc2C(=O)N1Cc1ccco1 (centres undefined),-2%,-1.5%,10%,1%,-0.2%,-5%,-0.3%,4%,3%
CSc1cccc(N2CC(C(=O)N(CC(C)C)c3c(N)n(Cc4ccccc4)c(=O)[nH]c3=O)CC2=O)c1 (centres undefined),-1%,/,/,1%,/,1%,-0.1%,16%,/
Cc1c(OCC(=O)NCCCN2CCCC2=O)ccc2c3c(c(=O)oc12)CCCC3,9%,/,24%,32%,-1.5%,0%,9.2%,6%,-4%
O=C(NCCc1c[nH]c2ccccc12)c1ccc(Cl)cc1,3%,/,9%,-15%,-0.6%,-11%,1.9%,3%,-2%
COc1ccc(C(CNC(=O)CN2C(=O)NC3(CC(C)CC(C)(C)C3)C2=O)N2CCOCC2)cc1 (centres undefined),1%,-2.6%,-14%,0%,-0.3%,4%,0.2%,5%,-5%
Cc1cccc(N(CC(=O)NC2CC2)S(=O)(=O)c2ccc(Cl)cc2)c1,0%,/,6%,-1%,-1.2%,3%,1.6%,9%,-8%
COc1ccc(C(=O)O/N=C(\N)c2ccccc2)cc1OC,5%,/,-7%,5%,-0.3%,16%,2.1%,-1%,-9%
COC(=O)c1ccc(C(=O)OC)c(NC(=S)N2CC(C)CC(C)C2)c1 (centres undefined),-1%,-0.8%,3%,-9%,-1.0%,4%,2.8%,0%,-2%
COc1ccc(S(=O)(=O)NC(CC(=O)NCc2ccccc2OC)c2ccco2)cc1 (centres undefined),7%,-0.3%,19%,-4%,-0.1%,3%,0.2%,14%,-7%
Cc1ccc(S(=O)(=O)N(C)c2ccc(OCC(=O)NCC3(N(C)C)CCCCC3)cc2)cc1,3%,/,/,1%,/,6%,-1.8%,9%,/
O=C(NNc1ccc(Cl)nn1)c1ccc(Cl)cc1,7%,-5.1%,-1%,-8%,0.1%,14%,1.6%,5%,-5%
COc1ccccc1Oc1ccc(S(=O)(=O)N2CCCCC2C)cc1 (centres undefined),5%,/,6%,2%,-0.7%,1%,14%,1%,0%
CC(=O)N1CCN(C(=O)c2ccc3c(c2)S(=O)(=O)c2ccccc2C3=O)CC1,7%,/,5%,0%,-0.2%,9%,-1.2%,-2%,-4%
CC(=O)c1cccc(NC(=O)c2ccc(N(C)S(=O)(=O)c3ccc(C)cc3)cc2)c1,4%,/,10%,-14%,-0.2%,1%,15%,-6%,-2%
CCCCn1c(=O)[nH]c(=O)c2c1nc(-c1ccccc1F)n2Cc1ccccc1OC,1%,0.2%,-7%,-14%,-0.7%,7%,15%,9%,7%
O=[n+]1cc(-c2ccc(F)cc2)n([O-])c2c1CCC2,-27%,/,-5%,-4%,/,9%,0.5%,4%,2%
Cc1cc(C)cc(N(CCC#N)C(=O)COC(=O)C2=COCCO2)c1,-3%,/,/,4%,/,11%,-0.5%,-6%,/
CCc1ccc(-c2cnc3nc[nH]c(=O)c3n2)cc1,/,/,/,6%,/,3%,4.1%,12%,/
O=C(Nc1ccc2c(c1)OCO2)c1c(F)cccc1F,10%,-3.8%,1%,-7%,0.7%,-2%,1.4%,1%,-10%
CCCCCN(C(=O)CCC(=O)OCCOc1cccc(Cl)c1)c1c(N)n(CCCC)c(=O)[nH]c1=O,2%,/,/,-10%,/,7%,-2.2%,13%,/
O=C(CSc1nnc(-c2cccs2)o1)NCc1ccco1,6%,0.7%,-10%,-4%,-0.8%,7%,1.8%,22%,-1%
CCCCC(=O)Nc1cc(OC)c(NC(=S)NC)cc1OC,-2%,-1.0%,-18%,0%,0.3%,8%,2.2%,6%,5%
CCOC(=O)c1cc2sc(C)cc2n1CC(=O)NCc1ccc(F)cc1,33%,-0.9%,-1%,1%,-0.6%,-1%,0.1%,?,2%
CCOC(=O)c1[nH]c(C)c(C(=O)/C=C/c2ccc(C(=O)O)cc2)c1C,6%,/,9%,1%,-0.5%,14%,2.2%,23%,-3%
O=c1cc(C(F)(F)F)[nH]c2c(OC(F)(F)F)cccc12,-6%,/,-1%,-5%,1.2%,5%,2.0%,12%,-6%
CN(Cc1ccco1)C(=O)C1CCN(c2nnc(-n3cccc3)s2)CC1,-7%,/,10%,2%,-0.2%,-6%,0.6%,7%,-3%

# Reformatted with tabs: entries from further up.
SMILES	PhoP inhibition	ER stress rescue	GPR35 antagonists	NS5 inhibitors	West Nile antiviral	Rac1 GTP hydrolysis	RSV CPE inhibition	SV40 large T antigen	LYP inhibition
O=C(Nc1ccc2c(c1)OCO2)c1c(F)cccc1F	10%	-3.8%	1%	-7%	0.7%	-2%	1.4%	1%	-10%
CCCCCN(C(=O)CCC(=O)OCCOc1cccc(Cl)c1)c1c(N)n(CCCC)c(=O)[nH]c1=O	2%	/	/	-10%	/	7%	-2.2%	13%	/

# Next entries:
SMILES,PhoP inhibition,ER stress rescue,GPR35 antagonists,NS5 inhibitors,West Nile antiviral,Rac1 GTP hydrolysis,RSV CPE inhibition,SV40 large T antigen,LYP inhibition
COc1cccc(C(=O)N(c2ccccc2)C2C=CS(=O)(=O)C2)c1 (centres undefined),-7%,-0.1%,-5%,-2%,0.2%,-17%,0.2%,7%,-9%
CCOc1ccc(/C=C/C(=O)N2CCOCC2)cc1OC,12%,/,10%,-6%,0.0%,0%,0.0%,14%,-9%
OCC[C@@H]1C[C@H](O)[C@@H](O)[C@]2(OCCc3ccccc32)O1,-12%,/,0%,3%,0.8%,7%,1.1%,5%,-16%
O=C(NC(=S)Nc1ccc(F)cc1)C1CCCCC1,-3%,/,-6%,-5%,0.1%,6%,3.7%,22%,3%
CCN1CCN(c2cc(C)c3cc(NC(=O)c4ccncc4)ccc3n2)CC1,2%,-0.4%,-8%,-1%,-0.1%,3%,1.4%,21%,0%
O=C(O)C1CC=CCC1C(=O)NCc1ccc(Cl)c(Cl)c1 (centres undefined),/,/,/,-3%,/,5%,0.5%,2%,/
NS(=O)(=O)c1ccc(NC(=O)CSc2nc3ccccc3n2-c2ccccc2)cc1,1%,-1.9%,-14%,-1%,-0.2%,4%,1.9%,13%,-3%
N#C/C(=C\c1ccccc1C(=O)O)c1nc2ccccc2[nH]1,6%,/,-16%,-6%,-0.2%,-1%,1.3%,23%,-3%
CC(=O)C1=C(N2CCCCC2)CCC1=O,-10%,/,14%,0%,0.3%,11%,0.5%,3%,1%
Cc1ccc(NC(=O)CSc2nn3c(=O)c(C)nnc3s2)cc1Cl,8%,/,-6%,-1%,0.4%,2%,0.6%,-6%,-8%
CCOc1cc(CNc2ccccc2)cc(Br)c1OCC(=O)NC(C)(C)C,1%,-0.8%,7%,-5%,0.2%,6%,1.7%,0%,0%
CS(=O)(=O)N(CC(=O)Nc1ccccc1C(=O)N1CCOCC1)c1cccc([N+](=O)[O-])c1,2%,/,3%,-5%,-0.2%,3%,1.2%,23%,-9%
O=C(Nc1ccccc1Cc1ccccc1)C1CC(=O)N(c2ccc3c(c2)OCCO3)C1 (centres undefined),0%,4.2%,-8%,-6%,-0.6%,5%,1.2%,-3%,-2%
O=C(Oc1ccc(C(=S)N2CCOCC2)cc1)c1ccccc1[N+](=O)[O-],-7%,/,11%,-2%,0.0%,4%,0.4%,0%,-8%

# Bioassay records: PubChem, several laboratories
